GLS inhibitor = glutaminase GLS (human) inhibition. O94925. GLS enzymatic activity, qHTS titration. Potency, µM (top dose mostly 45.5 µM), for the others: top-dose activity change, negative = inhibition, actives largely listed as inhibitors. 410,000 compounds, 0.21% hits; further: on the % scale 0 is the no-effect control and ±100 the full control effect
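Compounds were pin-transferred onto hKGA, after which L-glutamine (1 mM solution) and a detection mix of glutamate oxidase, HRP and Amplex Red were added. Initial and 30 min RT fluorescence reads were collected.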
BLM helicase inh = blocks DNA unwinding by human BLM helicase. P54132. recombinant BLM DNA unwinding, fluorescence dequenching. Potency, µM (top dose mostly 56.1 µM), for inactives: at the highest dose activity change, negative = inhibition, actives largely listed as inhibitors. 350,000 compounds, 0.2% hits;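 further: plate controls were vehicle for no effect and no enzyme for full effect; nearly all actives have a fitted effect of over 35% in size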
Tb PGK inh = inhibitors of T. brucei phosphoglycerate kinase; PGK/GAPDH coupled, Kinase-Glo luminescence, 60 min; Potency, µM (highest dose often 57.5 µM), inactives show top-dose activity change, negative = inhibition, hits mostly inhibitors; 380,000 compounds, 0.043% hits; AID 602233; further: on the % scale 0 is the no-effect control and ±100 the full control effect; nearly all actives have a fitted effect of over 60% in size
Target sequence (P07378 whole entry, looked up): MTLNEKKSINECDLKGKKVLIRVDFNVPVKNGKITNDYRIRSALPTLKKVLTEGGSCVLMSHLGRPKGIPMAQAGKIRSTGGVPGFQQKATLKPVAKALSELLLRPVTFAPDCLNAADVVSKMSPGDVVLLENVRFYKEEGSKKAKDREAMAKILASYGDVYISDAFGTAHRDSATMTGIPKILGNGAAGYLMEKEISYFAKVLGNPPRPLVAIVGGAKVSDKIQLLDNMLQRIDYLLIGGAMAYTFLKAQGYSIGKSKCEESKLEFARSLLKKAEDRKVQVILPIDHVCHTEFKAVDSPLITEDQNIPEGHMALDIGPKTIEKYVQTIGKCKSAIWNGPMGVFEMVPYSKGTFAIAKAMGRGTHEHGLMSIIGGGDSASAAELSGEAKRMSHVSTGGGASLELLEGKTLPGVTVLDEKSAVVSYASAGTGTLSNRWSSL
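Recombinant glycosomal PGK reaction used 1,3-bisphosphoglycerate generated in-well by GAPDH (100nM final) in 100mM TEA pH 7.6, 5mM MgCl2, 0.01% Tween-20. After 60 minutes at room temperature, ATP was read by Kinase-Glo Plus luminescence end-point.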
Pol iota inh = blocks human DNA polymerase iota activity. Pol iota fluorescent replication assay, 10 min. Potency, µM (top dose mostly 115 µM), for the others: top-dose activity, negative = inhibition, hits mostly inhibitors. 390,000 compounds, 1% hits. AID 588590
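Pol iota at 10 nM preincubated 15 min with compounds at room temperature; reaction started with fluorescent substrate, 50 nM final. Fluorescence read kinetically at 0 and 10 min; buffer-only wells as negative control.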
G9a inh = G9a (human) methyltransferase inhibition. Q96KQ7. G9a H3K9 monomethylation, AlphaScreen, 2 h. Potency, µM (highest dose often 102 µM), for inactives: top-dose activity, negative = inhibition, most hits filed as inhibitors. 350,000 compounds, 8.8% hits; further: on the % scale 0 is the no-effect control and ±100 the full control effect; nearly all actives have a fitted effect of over 75% in size
Target sequence (Q96KQ7 913-1193 limits assumed): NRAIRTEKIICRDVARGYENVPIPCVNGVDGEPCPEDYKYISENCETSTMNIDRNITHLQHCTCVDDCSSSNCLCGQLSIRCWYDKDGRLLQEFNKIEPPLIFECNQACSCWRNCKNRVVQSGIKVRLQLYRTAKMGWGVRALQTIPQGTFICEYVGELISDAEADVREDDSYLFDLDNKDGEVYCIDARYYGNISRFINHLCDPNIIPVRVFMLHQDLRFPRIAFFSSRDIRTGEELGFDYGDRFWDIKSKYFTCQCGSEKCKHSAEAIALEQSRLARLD
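Chemiluminescent proximity detection of H3K9 monomethylation, read after 10 min bead incubation in the dark. Reaction: 20 nM G9a, 500 nM biotin-H3K9 peptide, 20 uM SAM cofactor, 2 h, room temperature, following 15 min enzyme-compound preincubation.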
BAZ2B inh = inhibitors of human BAZ2B bromodomain; Potency, µM (titrated, usually from 114 µM), for the others: at the highest dose activity change, negative = inhibition, hits mostly inhibitors; 360,000 compounds, 4.4% hits; AlphaScreen BAZ2B-H3K14Ac peptide displacement; Q9UIF8; further: on the % scale 0 is the no-effect control and ±100 the full control effect; nearly all actives have a fitted effect of over 60% in size
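In this displacement format the biotinylated H3(5-23) peptide acetylated at Lys14 serves as ligand at 50 nM, with BAZ2B at 50 nM in PBS pH 7.4 containing 0.01% Tween-20. Donor and acceptor beads are 10 ug/mL final.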
HP1b binding inh = blocks HP1-beta chromodomain binding to methylated histone tails. P83916. AlphaScreen HP1-beta / biotin-H3K9me3 peptide binding. Potency, µM (highest dose often 114 µM), inactives show at the top dose activity change, negative = inhibition, usual class: inhibitors. 390,000 compounds, 0.56% hits. AID 540317; further: nearly all actives have a fitted effect of over 70% in size; inactives centre near 23
Target sequence (P83916 whole entry, looked up): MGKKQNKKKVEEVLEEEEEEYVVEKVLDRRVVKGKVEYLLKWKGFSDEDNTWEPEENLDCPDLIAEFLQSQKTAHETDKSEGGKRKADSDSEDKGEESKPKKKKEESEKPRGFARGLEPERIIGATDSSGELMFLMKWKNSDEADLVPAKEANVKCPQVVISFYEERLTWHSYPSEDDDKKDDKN
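AlphaScreen: HP1-beta (50 nM) preformed 30 min with biotin-H3(1-18)K9me3 peptide (50 nM) in PBS pH 7.4, 0.01% Tween-20. Compound added for 30 min at RT, then streptavidin donor/nickel chelate acceptor beads (10 ug/mL) for 30 min.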
Pin1 inh = blocks the human prolyl isomerase Pin1; Q13526; Pin1 FP peptide displacement, HiFluor488, 10 min; Potency, µM (top dose mostly 115 µM), for the others: at the top dose activity, negative = inhibition, most hits filed as inhibitors; 390,000 compounds, 0.009% hits; AID 504891; active means well fitted inhibition curve with a large enough effect in the polarisation, with a control signal flat, not every such curve was filed as active; inconclusive means small, poorly fitted or top-dose-only effect, or effect the other way, or a change in a side signal; inactive means no such curve, though single readings can be large or run the other way; the % refers to the polarisation; further: on the % scale 0 is the no-effect control and ±100 the full control effect
Target sequence (Q13526 whole entry, looked up): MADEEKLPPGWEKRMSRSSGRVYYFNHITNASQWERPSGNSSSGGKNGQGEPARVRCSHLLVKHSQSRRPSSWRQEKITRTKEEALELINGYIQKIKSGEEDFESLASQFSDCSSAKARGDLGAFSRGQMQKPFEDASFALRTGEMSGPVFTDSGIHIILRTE
JMJD2A Tudor = inhibitors of human JMJD2A Tudor domain; Potency, µM (doses to about 114 µM), for the others: at the top dose activity change, negative = inhibition, most hits filed as inhibitors; AID 504339; AlphaScreen JMJD2A-Tudor / H3K4me3 peptide binding; 390,000 compounds, 4.4% hits; O75164; further: on the % scale 0 is the no-effect control and ±100 the full control effect; nearly all actives have a fitted effect of over 50% in size
Starred values were filed as active, the others as inactive; i = inactive; ? = inconclusive; nt = no result given; & = joins results of further samples; [ ] = dose if it differs, or a comment. Unless noted, the call rests on the fitted dose curve; in most records, active means well fitted curve in the direction sought with a large enough effect; inconclusive means small, poorly fitted or top-dose-only effect, or another doubt; inactive means no such curve, though single readings can be large; an effect the other way counts as inactive or inconclusive. Potency means the concentration at half of the fitted maximal effect. Only part of the results is shown; the hit share may differ from the screen's.

Keys: A = GLS inhibitor; B = BLM helicase inh; C = Tb PGK inh; D = Pol iota inh; E = G9a inh; F = BAZ2B inh; G = HP1b binding inh; H = Pin1 inh; I = JMJD2A Tudor
> O=C(Nc1nnc(C(F)(F)F)s1)c1cccnc1
  A = 10%	B = 4%	C = 2%	D = -2%[58.9 µM]	E = ?	F = 50%[activator]	G = 33%	H = 1%	I = -15%
> COc1cc(C(=O)Nc2ccccc2N2CCOCC2)ccc1OCc1c(C)noc1C
  A = 8%	B = 2%	C = 3%	D = 19%	E = 6%[59 µM]	F = -4%	G = 5%	H = -4%	I = -25%
> CC(C)n1cnnc1SCC(=O)Nc1cccnc1Cl
  A = 12%	B = nt	C = -4%	D = -9%	E = nt	F = nt	G = 43%[activator]	H = -2%	I = -6%
> Nn1cnnc1SCC(=O)N1CCc2ccccc2C1
  A = 4%	B = nt	C = -1%	D = -13%	E = ?	F = -3%	G = 22%	H = 10%	I = -10%
> Oc1cccc(C2c3[nH]c4ccccc4c3CCN2Cc2ccc3c(c2)CCO3)c1 (stereo unspecified)
  A = -10%	B = -9%	C = i	D = 119%[activator]	E = -44%	F = 45µM*	G = -35%	H = 6%	I = 56µM*
> CCOC(=O)c1c(NC(=O)CN2CCCCC2)sc2c1CCC(C=O)=C2Cl
  A = 2%	B = -3%	C = 0%	D = ?	E = ?	F = -3%	G = 21%	H = 11%	I = -15%
> CCOC(=O)c1nc(N)c(=O)n(-c2ccccc2)n1
  A = 0%	B = 2%	C = -3%	D = ?	E = -1%	F = -35%	G = 29%	H = 3%	I = 17%
> O=C(N/N=C\c1cc(Br)c(Br)o1)C1COc2ccccc2O1 (stereo unspecified)
  A = -13%	B = -17%	C = i	D = ?	E = ?	F = ?	G = -2%	H = 11%	I = -29%
> O=S(=O)(c1ccc(Cl)cc1)N1CCCN(c2ccc(C(F)(F)F)cn2)CC1
  A = -6%	B = -14%	C = i	D = 61%[activator]	E = nt	F = -3%	G = 68%[activator]	H = 2%	I = 32%
> O=C(c1sccc1-c1ccccc1)N1CCN(S(=O)(=O)c2ccccc2)CC1
  A = -1%	B = -1%	C = -4%	D = -16%	E = 12%	F = -22%	G = 21%	H = -3%	I = -7%
> O=C(Cn1ccc2ccccc2c1=O)NCCC(=O)N1CCN(C(=O)c2ccco2)CC1
  A = -1%	B = nt	C = -3%	D = -6%	E = nt	F = nt	G = 5%	H = -6%	I = -24%
> COc1ccc(N2CCN(C(=O)CCC(=O)N3CCOc4ccc(Cl)cc43)CC2)cc1
  A = 24%	B = -6%	C = 3%	D = -10%	E = ?	F = ?	G = -19%	H = 4%	I = ?
> COC(=O)c1cc2sc(Cl)cc2n1CC(=O)Nc1cccc(SC)c1
  A = 3%	B = -6%	C = -4%	D = 3%	E = -28%[59 µM]	F = 11%	G = 7%	H = 2%	I = -9%
> CC(C)(C)c1cc(Cc2ccccc2)[nH]n1
  A = 0%	B = -3%	C = -7%	D = 28%	E = 0%[12.7 µM]	F = -11%	G = 27%	H = -2%	I = -6%
> CCCCCCSc1nc2c(c(=O)[nH]c(=O)n2C)n1C
  A = -3%	B = 1%	C = -11%	D = 5%	E = 6%	F = 9%	G = 33%	H = -8%	I = -7%
> CC1CC(C)CN(S(=O)(=O)c2cccc3nsnc23)C1 (stereo unspecified)
  A = -15%	B = -3%	C = 2%	D = 1%	E = 22%	F = -13%	G = 6%	H = -7%	I = -10%
> O=S(=O)(c1ccccc1)N1CN(Cc2ccc(F)cc2)c2nc3ccccc3nc21
  A = 0%	B = -6%	C = i	D = -9%	E = -48%	F = -23%	G = 14%	H = 7%	I = -18%
> Cc1ccc(NC(=O)Nc2cccc(C)n2)cc1
  A = 11%&6%	B = -2%&-3%	C = -8%	D = ?	E = ?	F = -2%&-2%	G = 39%&11%[activator]	H = 1%&7%	I = -8%&-9%
> COC(=O)C1(S(=O)(=O)c2ccc(C)cc2)CCOCC1
  A = 2%	B = 2%	C = -4%	D = -10%	E = 22%[12.7 µM]	F = 12%	G = 11%	H = -5%	I = -15%
> CC(=O)C1=C(C)NC(=O)NC1/C=C/c1ccccc1 (stereo unspecified)
  A = 0%	B = -5%	C = -1%	D = -2%	E = 39%	F = -3%	G = 29%	H = -4%	I = -11%
> CCOC(=O)C1=C(CSc2nc(CC)c(C)cc2C#N)OC(N)=C(C#N)C1c1ccc(OC)cc1 (stereo unspecified)
  A = 6%	B = -11%	C = 5%	D = ?	E = 4.5µM*	F = -25%	G = 21%	H = ?	I = 32µM*
> CC1SCC(=O)N(CC(=O)Nc2ccc3c(c2)OCCO3)C1=O (stereo unspecified)
  A = 3%	B = -1%	C = -7%	D = 181%[activator]	E = -4%	F = -10%	G = 7%	H = 1%	I = -23%
> COCCN(C(=O)COC(=O)/C=C/c1ccc2ccccc2n1)c1c(N)n(Cc2ccccc2)c(=O)[nH]c1=O
  A = 1%	B = -7%	C = -9%	D = 13%	E = -5%	F = -14%	G = 14%	H = 3%	I = -7%
> Cc1sc2nc(CN3CCOCC3)nc(NS(=O)(=O)c3cc(Cl)ccc3Cl)c2c1C
  A = 13%	B = nt	C = i	D = 3%	E = ?	F = 0%	G = 31%	H = 7%	I = -18%
> CCn1c(C)c(CCC(=O)O)c(=O)n2nc(-c3ccccc3OC)cc12
  A = 5%	B = 0%	C = i	D = 12%	E = 9%[12.7 µM]	F = 10%	G = 23%	H = 13%	I = -3%
> Cc1cc(C)c(C(=O)/C=C/c2cccs2)c(=O)[nH]1
  A = -9%	B = 2%	C = i	D = -18%	E = -3%	F = -16%	G = 28%	H = 8%	I = -11%
> CCOC(=O)CC1C(=O)NCCN1C(=O)Nc1ccccc1 (stereo unspecified)
  A = -6%	B = -1%	C = -3%	D = 23%	E = 12%[59 µM]	F = 2%	G = 17%	H = -9%	I = 2%
> CCOc1ccc(NC(=O)CCN2C(=O)c3ccccc3C2=O)cc1
  A = 1%	B = 0%	C = -3%	D = -10%	E = -10%	F = -6%	G = 16%	H = 2%	I = -5%
> C[C@H](NC(=O)[C@@H]1CSC2c3ccccc3C(=O)N21)C(=O)NC1CCCCC1 (stereo partly specified)
  A = 5%	B = 2%	C = -1%	D = -12%	E = 6%[0.0925 µM]	F = -3%	G = 30%	H = -18%	I = -8%
> COc1ccc2c3c([nH]c2c1)C(C)N(C(C)=O)CC3 (stereo unspecified)
  A = -1%	B = -4%	C = 8%	D = 14%	E = -29%	F = -38%	G = 22%	H = 0%	I = -21%

Compound profiles (already shown):
CCOC(=O)C1=C(CSc2nc(CC)c(C)cc2C#N)OC(N)=C(C#N)C1c1ccc(OC)cc1 (stereo unspecified) as listed: GLS inhibitor: 6%; BLM helicase inh: -11%; Tb PGK inh: 5%; Pol iota inh: ?; G9a inh: 4.5µM*; BAZ2B inh: -25%; HP1b binding inh: 21%; Pin1 inh: ?; JMJD2A Tudor: 32µM*
CC(=O)C1=C(C)NC(=O)NC1/C=C/c1ccccc1 (stereo unspecified) as listed: GLS inhibitor: 0%; BLM helicase inh: -5%; Tb PGK inh: -1%; Pol iota inh: -2%; G9a inh: 39%; BAZ2B inh: -3%; HP1b binding inh: 29%; Pin1 inh: -4%; JMJD2A Tudor: -11%

(list continues)
Keys: A = GLS inhibitor; B = BLM helicase inh; C = Tb PGK inh; D = Pol iota inh; E = G9a inh; F = BAZ2B inh; G = HP1b binding inh; H = Pin1 inh; I = JMJD2A Tudor
> CC[C@H](C)Cc1cn([C@@H](CCCN=C(N)N)C(=O)NCCCCCCCCCCC(=O)N2CCNCC2)nn1
  A = 4%	B = nt	C = 4%	D = -19%	E = 6%[2.33 µM]	F = 11%	G = 24%	H = 1%	I = -23%
> O=C(/C=C/c1ccccc1)N1CCN(Cc2cc(=O)n3nc(-c4ccccc4)sc3n2)CC1
  A = 5%	B = -3%	C = -8%	D = -7%	E = -8%[59 µM]	F = -2%	G = 28%[57 µM]	H = -3%	I = -5%
> O=C(Nc1ccc2c(c1)OCO2)C1CC1(Cl)Cl (stereo unspecified)
  A = 1%	B = nt	C = -11%	D = 12%	E = 2%[12.7 µM]	F = -3%	G = -3%	H = -1%	I = -19%
> CCc1ccc(NC(=O)C2CCCN(S(=O)(=O)c3cccc4cccnc34)C2)cc1 (stereo unspecified)
  A = -10%	B = -8%	C = -5%	D = 34%[activator]	E = 5%[59 µM]	F = -13%	G = -2%	H = 7%	I = -15%
> CCC(=O)c1ccc(OCC(=O)OCC(=O)NCCC2=CCCCC2)cc1
  A = 0%	B = nt	C = i	D = 2%	E = -25%	F = -4%	G = 21%	H = -11%	I = -8%
> CC(Oc1ccccc1)C(=O)N=Nc1c(O)[nH]c2ccc([N+](=O)[O-])cc12 (stereo unspecified)
  A = 6%	B = -18%	C = 3%	D = 79µM*	E = ?	F = ?	G = 13%	H = 1%	I = -32%
> CCc1nnc(NS(=O)(=O)c2ccc(N/C=C\C(=O)c3ccc4ccccc4c3)cc2)s1
  A = 5%	B = -9%	C = -11%	D = ?	E = 15%[59 µM]	F = ?	G = -23%	H = 7%	I = ?
> CCOc1ccc(C2/C(=C(/O)c3ccc4c(c3)CC(C)O4)C(=O)C(=O)N2CCCn2ccnc2)cc1OCC (stereo unspecified)
  A = -1%	B = -2%	C = -2%	D = 8%	E = -26%	F = ?	G = 17%	H = 2%	I = -5%
> O=C(C1COc2ccccc2O1)N1CCN(c2nc3ccc([N+](=O)[O-])cc3s2)CC1 (stereo unspecified)
  A = 3%	B = nt	C = -2%	D = ?	E = 11%	F = 11%	G = 9%	H = -7%	I = -21%
> Cc1nc2ccc(C(=O)OCc3ccccc3Br)cc2nc1C
  A = -7%	B = -4%	C = nt	D = 6%	E = 28%	F = 10%	G = 52%[activator]	H = -9%	I = -2%
> Cc1c(Cl)c([N+](=O)[O-])nn1CCCC(=O)Nc1ccc(Cl)cc1Cl
  A = 7%	B = -2%	C = -4%	D = -18%	E = 10%	F = -26%	G = 7%	H = 0%	I = -20%

Assay outcomes: PubChem BioAssay, National Center for Advancing Translational Sciences (NCATS)
